# Screens deposited in PubChem by Broad Institute.
# C diff HTS – C. difficile growth inhibitors, primary screen, HTS | Clostridium difficile clinical isolate growth, OD600, 24 h; active compounds read low | growth activity, negative = inhibition, % at 16 µg/mL (by protocol) | 86,000 compounds, 0.25% hits | AID 1259249, 2017;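 active means mean growth activity at or below -80% and every replicate also at or below -80%; inconclusive means mean at or below -80% but some replicate above -80%; inactive means mean growth activity above -80%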;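 further: 0% = DMSO wells and -100% = levofloxacin 16 µg/mL wells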
# Pf Dd2 growth – P. falciparum Dd2 growth inhibitors, primary screen, SYBR Green fluorescence, single dose replicates. 72 h; active compounds read low. activity change, % at 10 µM. 94,000 compounds, 2.3% hits; in the data active means activity change below about -80%; inconclusive means no clear call, values can overlap the other calls
# T cruzi growth – T. cruzi intracellular proliferation inhibitors, primary screen, cell-based, beta-gal Tulahuen parasites, NIH3T3 host, luminescence | inhibition, % at 8.34 µM | 77,000 compounds, 5.9% hits | T. cruzi beta-gal in NIH3T3, GalScreen luminescence, 90 h | AID 624255, 2012;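 active means mean inhibition above about 93%, with at least 55% of replicates each passing it, limit read from the data, passing the limit was not always enough; inconclusive means only one of those two conditions holds; inactive means neither condition holds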
# GASC1 inh – inhibitors of GASC-1 (KDM4C) histone demethylase, primary screen, biochemical, single concentration HTS; Lysine-specific demethylase 4C (Homo sapiens), Q9H3R0; GST-KDM4C 2-372, H3K9me3 peptide, LANCE TR-FRET; inhibition, % at 12.5 µM; 96,000 compounds, 0.15% hits; AID 720574, 2013;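 active means mean replicate inhibition above about 25%, with at least 55% of replicates also reaching it, limit read from the data, passing the limit was not always enough; inconclusive means only one of those two conditions met; inactive means neither condition met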
# Target sequence (Q9H3R0 2-372 limits assumed): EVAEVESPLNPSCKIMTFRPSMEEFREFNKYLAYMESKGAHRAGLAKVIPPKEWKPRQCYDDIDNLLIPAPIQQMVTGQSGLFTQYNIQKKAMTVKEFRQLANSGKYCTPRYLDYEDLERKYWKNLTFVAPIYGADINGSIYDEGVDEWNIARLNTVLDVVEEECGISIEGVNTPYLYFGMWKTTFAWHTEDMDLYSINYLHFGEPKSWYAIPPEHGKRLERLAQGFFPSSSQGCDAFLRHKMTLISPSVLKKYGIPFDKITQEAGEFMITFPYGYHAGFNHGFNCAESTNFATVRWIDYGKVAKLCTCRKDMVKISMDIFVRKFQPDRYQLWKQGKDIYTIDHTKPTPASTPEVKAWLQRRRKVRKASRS
#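 Material: GST-tagged GASC-1 (JMJD2C) catalytic fragment, aa 2-372. Input: enzyme final amount 10 nM. Medium: HEPES buffer, pH 7.5, plus ascorbate. Reagent: H3K9me3 peptide substrate, Fe(II), 2-oxoglutarate. Doses: single dose. Times: reaction 30 min RT, detection step 1 h RT. Measured by: LANCE TR-FRET. Evaluation: Fall in 671/618 emission ratio as inhibition.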
# Numbers without * were called inactive; ? = inconclusive; nt = no result given; & = joins results of further samples. Random draw from the library; about 7.3% have a hit in one of these screens.
SMILES,C diff HTS,Pf Dd2 growth,T cruzi growth,GASC1 inh
C[C@H]1CN([C@@H](C)CO)C(=O)c2cc(-c3cccc(F)c3)cnc2O[C@@H]1CN(C)C(=O)C1CCCCC1,-7.3,-47.3,58.8,-1.9
Cc1noc(C)c1S(=O)(=O)Nc1ccc2c(c1)CC(=O)N([C@H](C)CO)C[C@@H](C)[C@@H](CN(C)Cc1ccc3c(c1)OCO3)O2,-2.4,16.2,65.5,1.2
CCC(=O)N(C)C[C@H]1Oc2cc(C#CCC3CCCC3)ccc2S(=O)(=O)N([C@@H](C)CO)C[C@@H]1C,6.8,-76.7,127.8*,-0.8
COc1cccc(C#Cc2ccc([C@@H]3[C@@H](CO)N4C(=O)CN(C(=O)C5CC5)C[C@H]34)cc2)c1,-19.3,12.5,nt,-0.9
C[C@H]1CN([C@@H](C)CO)C(=O)Cc2cc(NS(=O)(=O)c3ccc(Cl)cc3)ccc2O[C@@H]1CN(C)Cc1ccc(C(=O)O)cc1,5.8,23.0,17.7,2.1
CN(C)CC(=O)Nc1ccc2c(c1)[C@@H]1C[C@H](CC(=O)NCc3ccc(Cl)cc3)O[C@@H](CO)[C@@H]1O2,1.6,-10.4,35.7,1.3
COc1cccc(S(=O)(=O)N(C)C[C@@H]2Oc3ncc(-c4cccc(C(=O)N(C)C)c4)cc3C(=O)N([C@@H](C)CO)C[C@@H]2C)c1,-1.5,-39.9,14.2,-1.0
O=C(NC1CCCCC1)[C@H]1[C@H](CO)[C@H]2Cn3c(cccc3=O)[C@H]2N1CC1CCCCC1,-0.7,-4.5,71.9,0.6
C[C@@H]1CN([C@H](C)CO)C(=O)c2c(c3ccccc3n2C)-c2ccccc2CO[C@@H]1CN(C)C(=O)CCC(F)(F)F,-1.0,1.1,36.0,-0.5
O=C(N[C@@H]1CC[C@@H](CCNS(=O)(=O)c2ccc(Cl)cc2)O[C@H]1CO)c1cccc(F)c1,-5.3,4.8,21.1,-2.9
C[C@H]1CN([C@@H](C)CO)C(=O)c2cc(/C=C/c3ccccc3)cnc2O[C@H]1CN(C)C(=O)c1ccc2c(c1)OCO2,3.5,-34.5,nt,-2.4
C[C@@H]1CN([C@@H](C)CO)C(=O)c2cc(C#CCN(C)C)cnc2O[C@H]1CN(C)C(=O)CCN1CCCCC1,-0.3,42.1,-73.9,2.5
C[C@H](CO)N1C[C@H](C)[C@H](CN(C)C(=O)Cc2ccccc2)OCCCC[C@H](C)Oc2ccc(NC(=O)CCC(F)(F)F)cc2C1=O,-1.3,-19.1,36.8,0.4
COc1ccc(S(=O)(=O)N[C@H]2CC[C@@H](CC(=O)NCc3ccccc3F)O[C@H]2CO)cc1,0.8,21.9,31.5,-1.0
COc1ccc(NC(=O)N(C)C[C@H]2Oc3ccc(NC(=O)CCCN(C)C)cc3C(=O)N([C@@H](C)CO)C[C@@H]2C)cc1,0.2,13.9,nt,0.4
Cc1cccc(S(=O)(=O)N2C[C@@H](O)COC[C@H]3O[C@@H](CC(=O)NCCCN4CCOCC4)CC[C@@H]32)c1,nt,-19.9,35.9,0.9
COc1ccc(S(=O)(=O)N(C)C[C@H]2Oc3ccc(NS(=O)(=O)c4ccc(F)cc4)cc3CC(=O)N([C@H](C)CO)C[C@@H]2C)cc1,-3.1,-58.1,-16.4,-0.4
C[C@H](CO)N1C[C@H](C)[C@@H](CN(C)C(=O)Nc2cccc3ccccc23)OCCCC[C@H](C)Oc2ccc(NC(=O)CCC(F)(F)F)cc2C1=O,2.9,-37.0,68.4,-2.1
COc1ccc(CN(C)C[C@@H]2Oc3ccc(NC(=O)CCC(F)(F)F)cc3C(=O)N([C@H](C)CO)C[C@H]2C)cc1,-0.8,-1.4,nt,-0.9
O=C(c1cccnc1)N1CC(=O)N2[C@@H](CO)[C@@H](c3ccc(C#CCC4CCCC4)cc3)[C@@H]2C1,-16.5,-36.6,nt,-0.6
CCC(=O)Nc1ccc2c(c1)C(=O)N(C)[C@@H]1CC[C@H](CC(=O)N3CCCCC3)O[C@@H]1CO2,-9.1,5.5,-12.8,0.6
C[C@@H]1CCCCO[C@@H](CN(C)C(=O)NC2CCCCC2)[C@@H](C)CN([C@@H](C)CO)C(=O)c2cc(NS(=O)(=O)c3cn(C)cn3)ccc2O1,-1.1,29.2,nt,-7.0
N#C[C@@H]1[C@@H](c2ccccc2-c2cccc(F)c2)[C@H](CO)N1C(=O)C1CCC1,-5.1,1.5,nt,-0.8
C[C@@H]1CN([C@@H](C)CO)C(=O)c2cc(NC(=O)Cc3ccccc3)ccc2O[C@H]1CN(C)Cc1ccc(Oc2ccccc2)cc1,nt,-6.7,40.5,-1.7
Cc1noc(C)c1NC(=O)N[C@@H]1C=C[C@H](CC(=O)NCc2ccc(Cl)c(Cl)c2)O[C@@H]1CO,8.6,34.6,nt,1.3
CCC(=O)N[C@H]1CC[C@@H](CCn2cc(CN(C)C)nn2)O[C@H]1CO,2.4,-3.2,nt,2.2
C[C@@H]1CN([C@@H](C)CO)C(=O)c2cccc(NC(=O)C3CC3)c2O[C@@H]1CN(C)Cc1ccc(Oc2ccccc2)cc1,28.7,-34.6,5.0,-2.4
Cc1noc(C)c1NC(=O)N(C)C[C@H]1Oc2c(NC(=O)c3ccc(-c4nccs4)cc3)cccc2C(=O)N([C@@H](C)CO)C[C@@H]1C,nt,16.3,63.2,0.2
COc1ccc(C(=O)N2C[C@H]3[C@@H](c4ccccc42)[C@H](CO)N3Cc2ccccc2)cc1,1.9,-4.7,14.5,-2.3
C[C@@H]1CN([C@@H](C)CO)C(=O)c2cc(NS(C)(=O)=O)ccc2O[C@@H](C)CCCCO[C@H]1CN(C)C(=O)NC1CCCCC1,22.9,-19.5,nt,1.1
CCNC(=O)[C@H]1[C@H](CO)[C@H]2Cn3c(cccc3=O)[C@@H]1N2CCC(F)(F)F,1.7,19.1,-22.9,-1.0
OC[C@@H]1[C@H](c2ccccc2)C2(CN(Cc3cccnc3)C2)N1Cc1ccncc1,-5.4,-25.6,nt,1.2
C[C@H](CO)N1C[C@H](C)[C@H](CN(C)Cc2ccc(C(F)(F)F)cc2)Oc2c(NC(=O)Nc3ccc(C(F)(F)F)cc3)cccc2C1=O,29.7,11.6,100.9*,-3.6
CO[C@@H]1CN(C)C(=O)c2ccc(NC(=O)C3CCOCC3)cc2OC[C@@H](C)N(C(C)=O)C[C@H]1C,nt,16.1,nt,4.3
CC(C)NC(=O)N(C)C[C@@H]1Oc2ccc(NS(=O)(=O)c3ccc(F)cc3)cc2CC(=O)N([C@@H](C)CO)C[C@@H]1C,0.1,16.3,101.4,-0.9
CC(=O)Nc1ccc2c(c1)C(=O)N(C)[C@@H]1CC[C@H](CC(=O)NCC3CC3)O[C@H]1CO2,-2.6,17.8,-2.8,-1.2

# Quoted from the entries so far (five entries):
SMILES,C diff HTS,Pf Dd2 growth,T cruzi growth,GASC1 inh
OC[C@@H]1[C@H](c2ccccc2)C2(CN(Cc3cccnc3)C2)N1Cc1ccncc1,-5.4,-25.6,nt,1.2
C[C@H](CO)N1C[C@H](C)[C@H](CN(C)Cc2ccc(C(F)(F)F)cc2)Oc2c(NC(=O)Nc3ccc(C(F)(F)F)cc3)cccc2C1=O,29.7,11.6,100.9*,-3.6
CO[C@@H]1CN(C)C(=O)c2ccc(NC(=O)C3CCOCC3)cc2OC[C@@H](C)N(C(C)=O)C[C@H]1C,nt,16.1,nt,4.3
CC(C)NC(=O)N(C)C[C@@H]1Oc2ccc(NS(=O)(=O)c3ccc(F)cc3)cc2CC(=O)N([C@@H](C)CO)C[C@@H]1C,0.1,16.3,101.4,-0.9
CC(=O)Nc1ccc2c(c1)C(=O)N(C)[C@@H]1CC[C@H](CC(=O)NCC3CC3)O[C@H]1CO2,-2.6,17.8,-2.8,-1.2

# Continued.
SMILES,C diff HTS,Pf Dd2 growth,T cruzi growth,GASC1 inh
COc1ccc(-c2ccc3c(c2)O[C@@H](CN(C)C(=O)c2ccccc2F)[C@H](C)CN([C@@H](C)CO)S3(=O)=O)cc1,0.8,-70.0,110.0*,-5.2
C[C@H](CO)N1C[C@H](C)[C@H](CN(C)C(=O)c2ccccc2)Oc2ncc(C#CC3CC3)cc2C1=O,-5.9,-1.4,-11.8,0.8
CCCN1C[C@@H](C)[C@@H](OC)CN(C)C(=O)c2ccc(NC(=O)C3CCC3)cc2OC[C@H]1C,nt,-2.6,2.0,0.6
CN(C)C(=O)c1ccc(-c2ccccc2[C@H]2[C@@H](C#N)N(C(=O)C3CCC3)[C@@H]2CO)cc1,-6.7,-27.2,nt,-1.5
COc1ccc2c3c([nH]c2c1)[C@@H](CO)N(C(=O)c1ccccc1)CC31CN(Cc2cccnc2)C1,3.7,14.9,nt,0.2
O=C(C[C@@H]1C=C[C@@H](NC(=O)C2CCC2)[C@@H](CO)O1)NC1CCC1,0.9,-4.2,nt,6.6
CC(=O)N[C@@H]1CC[C@@H](CC(=O)NCC2CCCCC2)O[C@@H]1CO,4.4,7.1,-11.1,0.5
CN(C)C(=O)C[C@@H]1CC[C@@H](NC(=O)NC2CCCC2)[C@@H](CO)O1,nt,2.6,-17.3,-1.5
CN1C(=O)c2cc(NC(=O)C3CCOCC3)ccc2OC[C@@H]2O[C@H](CC(=O)NCCc3ccncc3)CC[C@H]21,4.7,nt,1.0,-1.2
C[C@@H]1CN([C@@H](C)CO)C(=O)c2cc(C#Cc3ccc(F)cc3)cnc2O[C@H]1CN(C)Cc1ccccn1,-5.8,-60.7,nt,3.0
COc1ccc(S(=O)(=O)N(C)C[C@H]2Oc3ccc(NS(=O)(=O)c4cn(C)cn4)cc3CC(=O)N([C@@H](C)CO)C[C@H]2C)cc1,-2.6,30.6,-6.1,0.2
Cc1noc(C)c1S(=O)(=O)Nc1ccc2c(c1)C(=O)N([C@H](C)CO)C[C@H](C)[C@H](CN(C)Cc1ccc(C(=O)Nc3ccccc3N)cc1)O2,8.0,-74.4,nt,-0.5
O=C(C1CC1)N1CC(=O)N2[C@H](C1)[C@H](c1ccc(C#CCc3ccccc3)cc1)[C@@H]2CO,-16.4,-21.0,nt,0.8
C[C@H](CO)N1C[C@H](C)[C@H](CN(C)C(=O)Cc2ccccc2)Oc2cc(-c3ccccc3)ccc2S1(=O)=O,2.7,-33.6,nt,-1.6
C[C@@H](O)C#Cc1cnc2c(c1)C(=O)N([C@@H](C)CO)C[C@H](C)[C@H](CN(C)C(=O)c1ccccc1F)O2,6.7,nt,-30.6,-1.2
C/C=C/c1ccc([C@H]2[C@@H](CO)N3C(=O)CN(Cc4ccccc4)C[C@H]23)cc1,2.0,-13.4,nt,15.7
O=C(CN1CCOCC1)NCC[C@@H]1CC[C@@H](NC(=O)c2ccccc2F)[C@H](CO)O1,nt,-35.6,4.1,0.3
C[C@@H]1CCCCO[C@H](CN(C)Cc2ccc3c(c2)OCO3)[C@H](C)CN([C@@H](C)CO)C(=O)c2cc(NS(=O)(=O)c3cccs3)ccc2O1,-0.9&6.7,11.0&-59.0,45.4&68.9,-1.5
CC(=O)Nc1ccc2c(c1)C(=O)N(C)[C@H]1CC[C@@H](CC(=O)NCc3ccc(Cl)cc3)O[C@H]1CO2,-0.1,-12.2,28.8,-0.6
C[C@H](CO)N1C[C@H](C)[C@@H](CN(C)C(=O)C2CCC2)Oc2cc(C#CCN(C)C)ccc2S1(=O)=O,0.3,-9.5,105.6*,2.5
C[C@H](CO)N1C[C@H](C)[C@@H](CN(C)C(=O)Nc2ccc(C(F)(F)F)cc2)OCCCC[C@H](C)Oc2ccc(NC(=O)Nc3cccc4ccccc34)cc2C1=O,-11.7,-85.5*,101.0*,8.4
COCC(=O)N1C[C@@H]2[C@H](c3ccccc31)[C@@H](CO)N2Cc1ccccc1Cl,-4.6,-4.0,-47.2,-0.1
Cc1ccc(-c2ccc3c(c2)O[C@H](CN(C)S(C)(=O)=O)[C@H](C)CN([C@H](C)CO)S3(=O)=O)cc1,-13.0,-1.5,53.3,0.6
C[C@H](CO)N1C[C@H](C)[C@@H](CN(C)C(=O)Nc2ccc3c(c2)OCO3)OCCCC[C@H](C)Oc2ccc(NS(=O)(=O)c3ccc(Cl)cc3)cc2C1=O,-8.8,-51.4,80.4,-1.1
CO[C@@H]1CN(C)C(=O)c2ccc(NC(=O)c3cc(C)on3)cc2OC[C@H](C)N(CC2CC2)C[C@H]1C,nt,-8.1,-76.4,0.2
CCC(=O)N(C)C[C@H]1Oc2cc(-c3ccccc3F)ccc2S(=O)(=O)N([C@@H](C)CO)C[C@H]1C,0.8,19.9,14.9,-0.9
COc1ccc(-c2ccc([C@H]3[C@@H](C#N)N(C(=O)NC4CCCC4)[C@@H]3CO)cc2)cc1,12.6,?,47.8,-2.8
